Screens as filed in PubChem.
IL-1B inflam inh: qHTS for Inhibitors of Inflammasome Signaling: IL-1-beta AlphaLISA Primary Screen; actives 4.7% (n = 360,000); activity change, % at 57.5 µM; THP-1 LPS/ATP IL-1B secretion, AlphaLISA, 16 h; stronger effect = lower value; in the data active = activity change below about -50%; inconclusive = mostly about -30% to -49%; note: % is set by controls: 0 for no effect and ±100 for the full control effect
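Secreted IL-1B measured by AlphaLISA bead assay after 16 h compound exposure of THP-1 cells; compounds (final up to 57.5 uM) added 1 h before LPS (250 ng/mL) and ATP (1.25 mM) stimulation; lower signal means less secretion.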
HepG2 viability: qHTS for Inhibitors of TGF-b: Cytotox Counterscreen; AID 588856, 2011; HepG2 CAGA-GFP viability, ATP luminescence, 18 h; Potency, µM (highest dose often 46.1 µM), for inactives: top-dose activity change, negative = cytotoxicity, actives largely listed as cytotoxic; actives 0.76% (n = 410,000); note: potency is the fitted concentration of half-maximal effect; some results filed as inactive show a strong effect at the top dose
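CellTiter-Glo luminescence gave cytotoxicity after 18 hours at 37 degrees C. The cells were HepG2 CAGA-GFP in 1% FBS DMEM, stimulated with 500 pg/mL TGF-beta after compound addition. %Activity was normalised to no-cell wells (complete cell-killing) and DMSO (no toxicity), and curves were fitted and classified.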
SW480 rerep: A quantitative high throughput screen for small molecules that induce DNA re-replication in SW480 colon adenocarcinoma cells | AID 624297, 2012 | SW480 DNA re-replication, Hoechst DNA content imaging, 48 h | Potency, µM (titrated, usually from 46.1 µM), for the others: at the top dose re-replication activation, most hits filed as activators | actives 1.8% (n = 340,000); note: potency is the fitted concentration of half-maximal effect; % of control where 0% means no effect; nearly all actives have a fitted effect of over 55% in size
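Cells (250 per well) received 23 nL compound or DMSO by pin tool and were kept 48 hr at 37 C, 5% CO2. Nuclei were then stained with Hoechst for 40 min and scanned for DNA content.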
ATXN2 expr inh: Primary qHTS for Inhibitors of ATXN expression | HEK-293 ATXN2-luciferase reporter, luminescence, 24 h | actives 0.72% (n = 360,000) | Potency, µM (doses to about 57 µM), for inactives: at the top dose activity change, negative = inhibition, usual class: inhibitors; note: potency is the fitted concentration of half-maximal effect; % is set by controls: 0 for no effect and ±100 for the full control effect; nearly all actives have a fitted effect of over 55% in size
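ATXN2-luciferase reporter cells (luciferase flanked by upstream and downstream ATXN2 gene portions) were treated 24 h at 37 °C with compounds at up to 57 uM. SteadyGlo luminescence gave expression; GF-AFC fluorescence gave viability.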
KB-3-1 tox: qHTS assay for MDR1-selective chemotherapeutics: Primary screen using the parental adenocarcinoma cell KB-3-1; KB-3-1 viability, CellTiter-Glo ATP luminescence, 72 h; Potency, µM (series often up to 46.1 µM), without a hit: at the highest dose activity change, negative = cytotoxic, most hits filed as cytotoxic; actives 1.4% (n = 400,000); note: potency is the fitted concentration of half-maximal effect; % is set by controls: 0 for no effect and ±100 for the full control effect; nearly all actives have a fitted effect of over 60% in size
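Cytotoxicity in the drug-sensitive parental line KB-3-1 was scored as loss of CellTiter-Glo luminescence following 72 h incubation with compound. Values come from curve fitting of normalized concentration-response data.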
MCF10A rereplic: A quantitative high throughput screen for small molecules that induce DNA re-replication in MCF 10a normal breast cells. actives 2.9% (n = 350,000). Potency, µM (top dose mostly 46.1 µM), without a hit: top-dose activity, positive = re-replication, most hits filed as activators. MCF 10A DNA re-replication, Hoechst nuclear intensity, 48 h. AID 624296, 2012; note: potency is the fitted concentration of half-maximal effect; % of control where 0% means no effect; nearly all actives have a fitted effect of over 50% in size
HT1080NT lethal: qHTS for induction of synthetic lethality in tumor cells producing 2HG: qHTS for the HT-1080-NT fibrosarcoma cell line | HT-1080-NT fibrosarcoma viability, CellTiter-Glo ATP luminescence, 48 h | Potency, µM (doses to about 46.1 µM), for the others: at the top dose activity, negative = less viability, actives largely listed as cytotoxic | actives 1.6% (n = 360,000) | AID 686970, 2013;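 note: NT is the 2HG producing partner of a matched IDH1 knockdown line; potency is the fitted concentration of half-maximal effect; 0% = DMSO-treated cells and -100% = media-only wells without cells; nearly all actives have a fitted effect of over 55% in size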
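Read-out is CellTiter-Glo luminescence after 10 minutes at room temperature, following 48 hours' compound treatment of HT-1080-NT cells (750 cells/well, RPMI, 5% FBS, 37 degrees C).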
ATXN viability: Viability Counterscreen for Primary qHTS for Inhibitors of ATXN expression; S2 cells (HEK-293 line with an ATXN2-luciferase reporter) viability, CellTiter-Fluor protease fluorescence, 24 h; Potency, µM (titrated, usually from 56.7 µM), hits mostly cytotoxic; actives 0.49% (n = 400,000); note: potency is the fitted concentration of half-maximal effect; nearly all actives have a fitted effect of over 40% in size
HT1080 IDH1KD tx: qHTS for induction of synthetic lethality in tumor cells producing 2HG: qHTS for the HT-1080-IDH1KD cell line; Potency, µM (doses to about 46.1 µM), without a hit: top-dose activity, negative = toxicity, actives largely listed as cytotoxic; HT-1080 IDH1 knockdown viability, ATP luminescence, 48 h; actives 2% (n = 360,000); AID 686971, 2013;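 note: potency is the fitted concentration of half-maximal effect; 0% = DMSO wells and -100% = cell-free medium wells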
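Knockdown cells (IDH1KD HT-1080) received compounds 2 h after plating at 750 cells/well and were kept 48 h at 37 °C in 5% FBS RPMI. A CellTiter-Glo luminescence read gave % activity for curve fitting.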
Starred values were filed as active, the others as inactive; i = inactive; ? = inconclusive; · = not tested or not shown; [ ] = another dose, or the depositor's remark. Unless noted, calls come from the whole dose curve; as a rule, active = well fitted curve in the direction sought with a large enough effect; inconclusive = small, poorly fitted or top-dose-only effect, or another doubt; inactive = no such curve, though single readings can be large; an effect the other way counts as inactive or inconclusive.

| compound | IL-1B inflam inh | HepG2 viability | SW480 rerep | ATXN2 expr inh | KB-3-1 tox | MCF10A rereplic | HT1080NT lethal | ATXN viability | HT1080 IDH1KD tx |
| --- | --- | --- | --- | --- | --- | --- | --- | --- | --- |
| CCNc1ccc2c(Cl)cc(=O)oc2c1 | -30 | -20% | 12% | -12% | 9% | ? | -11% | · | -4% |
| CNc1snc(C)c1C(=O)OCC(=O)c1ccc(Cl)cc1 | 16 | -20% | 1% | · | -19% | -2% | -20% | i | ? |
| COc1ccc(CCN2C(=O)CC(C(C)c3ccccc3)C2=O)cc1OC (stereo not given) | 21 | 15% | 0% | -22%[11.3 µM] | 0% | -2% | 11% | i | 3% |
| COc1ccc(S(=O)(=O)NCCOc2ccccc2)cc1-n1cnnn1 | -50* | -20% | 7% | -16%[11.3 µM] | 3% | -4% | -4% | i | 1% |
| COc1ccc(N=c2cc(-c3ccc(O)cc3)oc3ccccc23)cc1 | -98* | 4% | 0% | -23%[11.3 µM] | ? | ? | 15µM* | i | 16µM* |
| O=C(CN1C(=O)c2ccc(Br)cc2C1=O)NCC1CCCO1 (stereo not given) | -1 | 0% | -2% | -12% | -7% | 1% | 4% | i | 13% |
| CCCn1c(NCc2c[nH]c3ccccc23)nc2ccccc21 | -52* | -50% | 3% | 5% | 10% | 2% | -2% | ? | -9% |
| COc1cc(CN2CCCCCC2)cc(OC)c1 | 30 | -3% | -5% | 2% | 18% | -2% | 2% | i | 12% |
| CCN(Cc1ccccc1)c1ccc(/C=N/NS(=O)(=O)c2cccc([N+](=O)[O-])c2)cc1 | -2 | -12% | 0% | -24% | -3% | ? | -10% | i | -2% |
| O=C1NC(=S)N/C1=C/c1ccc(Oc2ccc(C(F)(F)F)cc2[N+](=O)[O-])c(Cl)c1 | 9 | -4% | -5% | 7% | 0% | 2% | 9% | i | 8% |
| Cc1ccc(C)c(-n2nnc3ccccc3c2=O)c1 | 26 | 3% | · | · | -2% | · | 3% | i | 3% |
| COC(=O)[C@H](Cc1ccccc1)NC(=O)Cn1ccc(NC(=O)OCc2ccccc2)nc1=O | ? | -23% | -3% | -2% | -23% | 26% | 0% | i | 1% |
| CN(CC(=O)Nc1ccc(Cl)cc1)CC(=O)Nc1cccc(Br)c1 | ? | -18% | -6% | -27% | -7% | 7% | ? | i | ? |
| CC(=O)Nc1ccc(S(=O)(=O)N2CCc3ccccc3C2)cc1 | 5 | -18% | 1% | 2% | -2% | 17% | -14% | i | -15% |
| COc1ccc(-c2cc(C)no2)cc1S(=O)(=O)N(C)c1ccc(C)cc1 | 24 | -22% | -5% | · | ? | 7.3µM* | ? | i | ? |
| Cc1cccc(C)c1NC(=O)CN(C)CC(=O)Nc1cc(Cl)ccc1C#N | -1 | 1% | 3% | -4% | -6% | -11% | 4% | i | 1% |
| COC(=O)C1(C(=O)OC)C[C@H](c2ccc(OC)cc2)N(Cc2ccccc2OC)[C@@H]1c1ccc(OC)cc1 | ? | · | · | · | ? | · | -8% | · | -8% |
| Cc1cccc(/C=N/NC(=O)NC23CC4CC(CC(C4)C2)C3)n1 | -1 | -21% | -2% | 15% | -3% | 5% | 2% | i | 8% |
| COc1ccc(C(C(N)=O)c2ncc(C(F)(F)F)cc2Cl)cc1 (stereo not given) | 8 | 3% | -5% | · | 2% | -1% | 13% | i | 6% |
| CC(=O)c1cccc(Oc2cc(NN3CCCCC3)c([N+](=O)[O-])cc2[N+](=O)[O-])c1 | 12 | -19% | 14% | 0% | 0% | -2% | -3% | ? | -8% |
| CC(C)/C=C/C(=O)N1CCC(N2CCC(C(=O)N3CCOCC3)CC2)CC1 | -12 | -5% | -8%[1.84 µM] | 0% | 14% | -2% | 1% | i | 8% |
| COCCNC(=O)CN(Cc1ccc2c(c1)OCO2)C(=O)CCC(=O)Nc1nccs1 | 30 | 15% | -5% | -4% | 7% | 6% | 3% | i | 15% |
| Cc1cc(C)cc(NC(=O)CN2CCCN(S(=O)(=O)c3ccc(Br)s3)CC2)c1 | ? | 6% | 2% | -12% | ? | 12% | -11% | i | ? |
| O=C(Nc1cccc(C(=O)N2CCOCC2)c1)NC1CCCCC1 | 5 | -43% | -7% | 6% | 0% | -1% | 1% | i | 0% |
| CC1CCCCN1C(=O)CN1CCSc2ccccc21 (stereo not given) | · | 1% | · | 18% | 13% | · | · | i | · |
| Cc1sc2nc(SCC(=O)N3CC(C)OC(C)C3)n(C)c(=O)c2c1C (stereo not given) | 10 | 16% | 3% | -12% | · | -1% | 1% | i | -4% |
| O=C(O)c1ccccc1-c1nc2cc(Cl)ccc2c(=O)n1O | 4 | -11% | -7% | 6% | 7% | 20% | 6% | i | 14% |
| CC1CCN(C(=O)COC(=O)C2CCN(S(=O)(=O)c3ccc(Cl)c(C(F)(F)F)c3)CC2)CC1 | 19 | -1% | -6% | 2% | 9% | 3% | 4% | ? | -12% |
| Cc1cc2ccccn2c1C(=O)c1ccccc1F | 10 | -15% | ? | 3% | ? | ? | 15µM* | i | ? |
| COc1ccc(CNC(=O)CCC(=O)N2CCN(S(=O)(=O)c3cc([N+](=O)[O-])ccc3C)CC2)cc1 | -7 | 1% | 3% | 9% | 18% | 2% | 9% | i | 9% |

An excerpt from above in order of their number in SW480 rerep, high to low:
smiles | IL-1B inflam inh | SW480 rerep
COc1ccc(CNC(=O)CCC(=O)N2CCN(S(=O)(=O)c3cc([N+](=O)[O-])ccc3C)CC2)cc1 | -7 | 3%
Cc1cc(C)cc(NC(=O)CN2CCCN(S(=O)(=O)c3ccc(Br)s3)CC2)c1 | ? | 2%
COCCNC(=O)CN(Cc1ccc2c(c1)OCO2)C(=O)CCC(=O)Nc1nccs1 | 30 | -5%
CC1CCN(C(=O)COC(=O)C2CCN(S(=O)(=O)c3ccc(Cl)c(C(F)(F)F)c3)CC2)CC1 | 19 | -6%
O=C(O)c1ccccc1-c1nc2cc(Cl)ccc2c(=O)n1O | 4 | -7%

Whole records, looked up by structure. Values in the order: IL-1B inflam inh | HepG2 viability | SW480 rerep | ATXN2 expr inh | KB-3-1 tox | MCF10A rereplic | HT1080NT lethal | ATXN viability | HT1080 IDH1KD tx
COc1ccc(CNC(=O)CCC(=O)N2CCN(S(=O)(=O)c3cc([N+](=O)[O-])ccc3C)CC2)cc1 is listed as -7 | 1% | 3% | 9% | 18% | 2% | 9% | i | 9%
O=C(Nc1cccc(C(=O)N2CCOCC2)c1)NC1CCCCC1 is listed as 5 | -43% | -7% | 6% | 0% | -1% | 1% | i | 0%

Next compounds follow.
| compound | IL-1B inflam inh | HepG2 viability | SW480 rerep | ATXN2 expr inh | KB-3-1 tox | MCF10A rereplic | HT1080NT lethal | ATXN viability | HT1080 IDH1KD tx |
| --- | --- | --- | --- | --- | --- | --- | --- | --- | --- |
| CCN(CC)S(=O)(=O)c1ccc(-c2nnco2)cc1 | 29 | -1% | -6% | 3% | 5% | -4% | 5% | i | 9% |
| CC(C)COc1ccc(C(=O)OCC(=O)N(C)CC(=O)Nc2ccc(F)cc2)cc1 | 8 | -35% | 4% | ? | -12% | 9% | ? | ? | ? |
| CN(C)S(=O)(=O)c1cccc(NC(=O)Cn2cc(C(F)(F)F)cc(Cl)c2=O)c1 | 35 | 17% | -2% | -2% | 7% | -3% | -21% | · | -1% |
| CC(NCC(O)COCCC12CC3CC(CC(C3)C1)C2)c1ccccc1 (stereo not given) | -98* | 7.1µM* | ? | 32µM* | ? | ? | ? | · | ? |
| COc1cccc(CN2CCC2(C)C(=O)Nc2ccc3c(c2)OCO3)c1F (stereo not given) | -28 | -3% | · | ? | -28% | · | -9% | ? | ? |
| NNC1=N[C@H]2CS(=O)(=O)C[C@H]2S1 | 0 | -9% | ? | 3% | 9% | 1% | 15% | i | 19% |
| Cc1ccc(Cl)cc1NC(=S)N(Cc1ccccc1)Cc1cccnc1 | -4 | -30% | 1% | -24% | -15% | 1% | -12% | i | -5% |
| CCOC(=O)c1oc2cc(O)cc(O)c2c(=O)c1OCc1ccccc1 | 34 | -33% | -6% | -11% | 0% | 6% | -2% | ? | -9% |
| COc1cccc(C(=O)NCC(=O)OCC(=O)C(C)(C)C)c1 | 9 | -7% | -116%[inhibitor] | · | 0% | 0% | 10% | i | 11% |
| On1c(-c2ccccc2)nc2ccccc21 | 24 | -9% | -72%[inhibitor] | 39%[activator] | -14% | -2% | 8% | i | 0% |
| CC(C)[C@H](NC(=O)c1ccccc1)C(=O)OCC(=O)c1c(N)n(C)c(=O)n(C)c1=O | 20 | -1% | -3% | · | 4% | 0% | 0% | ? | 0% |
| Cc1ccccc1C(=O)c1cccn1CC(=O)NCCN1CCN(c2cccc(C)c2C)CC1 | ? | 13µM* | ? | ? | ? | ? | 23µM* | ? | 21µM* |
| O=S(=O)(Nc1ccc(-c2ccc3nncn3n2)cc1)c1ccccc1Cl | 8 | 0% | -6% | 9% | -1% | -10% | -10% | i | -13% |
| COC(=O)c1sc(NC(=O)c2c(F)cccc2F)c(C#N)c1C | 41 | -14% | -1% | -6% | -3% | 1% | -3% | i | -15% |
| Cc1nn(-c2ccccc2)c2sc(C(=O)N3CCOCC3)cc12 | ? | -20% | -7% | 43%[activator] | 9% | ? | -19% | i | -25% |
| COc1cccc(-c2c(-c3cc(OC)cc(OC)c3)n(C)c3ccc(-c4ccc5[nH]ccc5c4)cc23)c1 | -6 | -13% | -1% | -11% | ? | 1% | -10% | i | -4% |
| Cc1ccc(CN2c3ccccc3-c3nc(SCC(=O)NCCc4ccccc4)ncc3S2(=O)=O)cc1 | · | 1% | · | 5% | -5% | · | · | i | · |
